GSH bead fluor = GSH bead compound fluorescence profile. GSH beads flow cytometry, compound fluorescence 488/530 nm; hits give high values. AID 1776. fluorescence (KMESF) at 10 µM. hit rate 0.25% among 190,000; in the data active means fluorescence above about 89;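 further: glutathione beads carrying GST-tagged Bcl family fusion proteins plus one bare bead set; values are compound well signal with DMSO vehicle wells as background; inactives centre near 16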
RGS7-Gao reg = regulators of human RGS7-Galphao interaction | Multiplexed bead flow cytometry, RGS7-Galphao binding; actives lie on both sides | binding response (% of control), % at 10 µM | hit rate 0.35% among 220,000 | AID 1439; in the data active means binding response below about 49% or above about 150%; inconclusive means no clear call, values can overlap the other calls; inactive means in between;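 further: fluorescent Galphao held in activated GDP-AlF4 state binding bead-coupled RGS7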
RGS8-Gao reg = modulates binding of RGS8 to human Galphao; hit rate 0.34% among 220,000; P09471; response (percent of control binding), % at 10 µM; multiplexed bead flow cytometry; actives lie on both sides; in the data active means response below about 60% or above about 140%; inactive means in between;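 further: Galphao activated as the GDP aluminium fluoride complex binding bead-coupled RGS8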
ABCB1 inh = blocks JC-1 efflux by human ABCB1 transporter. inhibition, % at 6.6 µM. P08183. CCRF-Adr cells, flow cytometry. hit rate 0.067% among 190,000; in the data active means inhibition above about 40%;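 further: 0% = vehicle and 100% = reference inhibitor; higher value means more JC-1 retained so stronger ABCB1 efflux block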
Target sequence (P08183 whole entry, looked up): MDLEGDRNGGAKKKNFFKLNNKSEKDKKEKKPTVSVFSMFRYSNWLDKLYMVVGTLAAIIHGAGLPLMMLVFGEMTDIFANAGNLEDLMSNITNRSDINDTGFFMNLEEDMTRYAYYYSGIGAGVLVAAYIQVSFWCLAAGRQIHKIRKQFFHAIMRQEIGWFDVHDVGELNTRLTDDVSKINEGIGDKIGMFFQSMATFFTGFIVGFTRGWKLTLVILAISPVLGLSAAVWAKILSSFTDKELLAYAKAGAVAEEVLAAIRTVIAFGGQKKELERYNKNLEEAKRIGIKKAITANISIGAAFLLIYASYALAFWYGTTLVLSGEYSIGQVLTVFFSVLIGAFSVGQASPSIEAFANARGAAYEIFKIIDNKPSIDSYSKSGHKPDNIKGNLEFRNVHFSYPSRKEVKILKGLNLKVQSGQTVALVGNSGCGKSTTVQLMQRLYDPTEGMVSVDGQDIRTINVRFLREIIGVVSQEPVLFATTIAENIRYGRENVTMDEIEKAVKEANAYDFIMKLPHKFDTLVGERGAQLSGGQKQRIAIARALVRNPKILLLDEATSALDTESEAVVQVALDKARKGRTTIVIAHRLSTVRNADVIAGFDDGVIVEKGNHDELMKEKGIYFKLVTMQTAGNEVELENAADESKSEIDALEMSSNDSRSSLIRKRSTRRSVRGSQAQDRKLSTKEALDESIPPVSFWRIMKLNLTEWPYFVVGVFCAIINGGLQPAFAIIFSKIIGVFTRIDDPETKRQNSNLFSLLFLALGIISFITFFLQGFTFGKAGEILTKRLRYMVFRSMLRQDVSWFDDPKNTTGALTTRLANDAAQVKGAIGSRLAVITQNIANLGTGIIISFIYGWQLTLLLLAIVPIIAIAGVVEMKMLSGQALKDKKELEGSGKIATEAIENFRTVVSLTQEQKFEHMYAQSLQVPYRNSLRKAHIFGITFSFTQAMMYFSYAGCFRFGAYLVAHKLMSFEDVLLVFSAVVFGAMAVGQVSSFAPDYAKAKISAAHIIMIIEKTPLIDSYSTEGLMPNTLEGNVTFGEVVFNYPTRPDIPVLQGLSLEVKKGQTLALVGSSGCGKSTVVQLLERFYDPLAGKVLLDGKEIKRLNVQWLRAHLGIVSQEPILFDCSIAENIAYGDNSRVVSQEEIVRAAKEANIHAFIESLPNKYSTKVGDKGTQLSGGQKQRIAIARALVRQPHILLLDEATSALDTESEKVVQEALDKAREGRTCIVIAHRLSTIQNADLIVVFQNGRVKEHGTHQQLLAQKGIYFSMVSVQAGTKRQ
ABCG2 inh = inhibitors of human ABCG2 transporter, ABCB1 counter-screen | IgMXP3 cells, JC-1 efflux, flow cytometry | inhibition, % at 6.6 µM | hit rate 0.1% among 190,000;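 active means inhibition above 80%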;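 further: 0% = DMSO and 100% = nicardipine control wells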
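Read-out basis: Efflux inhibition in percent versus controls | Test system: ABCG2 IgMXP3 and barcoded ABCB1 CCRF-Adr cell mix | Quantity: 3 million cells/mL in well | Schedule: 10 min at 25 °C | Control set: Nicardipine as high control, DMSO as low control | Reagent: JC-1 as fluorescent efflux pump substrate | Signal: Flow cytometry of retained JC-1 fluorescence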
Avidin bead fluor = avidin bead compound fluorescence profile; fluorescence (KMESF) at 10 µM; Avidin beads, compound fluorescence 488/530 nm, flow cytometry; hits give high values; hit rate 0.38% among 220,000; in the data active means fluorescence above about 47; further: inactives centre near 10
Pf gamet viab = inhibitors of late stage P. falciparum gametocyte viability; P. falciparum stage V gametocytes, ATP luminescence, 24 h; inhibition, % at 10.9 µM; hit rate 0.065% among 150,000; AID 743093;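 active means inhibition above the mean plus 3 SD of compounds within the control limits, set per campaign, cut at about 38% in these data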;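 further: 0% = DMSO wells and 100% = medium only without gametocytes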
Bim-Mcl-1 = inhibitors of Bim-Mcl-1 interaction, human. Bead-based flow cytometry, Bim peptide-Mcl-1 binding. inhibition, % at 10 µM. hit rate 0.1% among 190,000. AID 1009; in the data active means inhibition above about 40%;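 further: 0% = no compound tracer wells and 100% = peptide blocker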
Mcl1-Noxa inh = disrupts binding of human Mcl-1 to Noxa peptide | Q07820 | TR-FRET Mcl-1/Noxa peptide binding, 2 h | inhibition, % at 21.7 µM | hit rate 1.5% among 220,000 | AID 1022;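 active means compounds that cut the protein-peptide binding signal by more than 50% relative to plate controls in a single-dose test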;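 further: His-tagged Mcl-1 with rhodamine Noxa BH3 peptide and terbium anti-His antibody; 0% = Mcl-1 plus Noxa peptide wells and 100% = peptide-only wells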
RGS4-Gao reg = modulates binding of RGS4 to human Galphao; Multiplexed bead flow cytometry; actives lie on both sides; hit rate 0.33% among 220,000; binding response (% of control), % at 10 µM; P09471; in the data active means binding response below about 49% or above about 150%; inactive means in between;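 further: fluorescent Galphao activated with aluminum fluoride binding bead-coupled RGS4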
Mcl1 Bid PPI = Mcl-1/Bid interaction inhibition; Q07820; TR-FRET Mcl-1/Bid-Dy647 peptide binding, 1536-well; AID 1021; inhibition, % at 21.7 µM; hit rate 0.97% among 220,000;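 active means compounds that cut the binding signal by more than half at the single screening dose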;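 further: His-tagged Mcl-1 with europium anti-His antibody binding Bid BH3 peptide; 0% = Mcl-1 plus peptide wells and 100% = peptide-only wells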
The depositor's hits bear a star; ? = inconclusive; nt = no result given. Compounds were not picked by outcome, and some 3.3% of all compounds hit somewhere here.

SMILES | GSH bead fluor | RGS7-Gao reg | RGS8-Gao reg | ABCB1 inh | ABCG2 inh | Avidin bead fluor | Pf gamet viab | Bim-Mcl-1 | Mcl1-Noxa inh | RGS4-Gao reg | Mcl1 Bid PPI
O=C(NNC(=O)c1ccccc1-n1cccc1)c1cccc(Cl)c1 | 12 | 100 | 100 | 1.8 | 2 | 8 | 14 | -1 | -6 | 100 | -23
O=C(NCc1cccnc1)C1CCCCN1S(=O)(=O)c1ccc(F)cc1 (centres undefined) | 65 | 97 | 97 | 2.1 | 5 | 13 | 18 | -1 | 6 | 102 | -4
COc1ccc(NC(=O)C2CCCN(S(=O)(=O)c3c(C)n[nH]c3C)C2)cc1OC (centres undefined) | 10 | 91 | 100 | 0.8 | 7 | 7 | -9 | 30 | 12 | 93 | -16
O=C(C1CCCN(S(=O)(=O)c2cccc3nonc23)C1)N1CCN(c2ccccc2)CC1 (centres undefined) | 60 | 91 | 99 | 3.0 | 8 | 7 | 0 | 0 | 11 | 90 | -11
O=[N+]([O-])c1ccc(N2CCN(CC(O)COc3ccccc3)CC2)cc1 (centres undefined) | 11 | 98 | 101 | 1.0 | 5 | 7 | nt | 0 | -3 | 102 | -19
Cc1cc(C)c(S(=O)(=O)N(C)CC(=O)NCc2ccncc2)c(C)c1 | 10 | 96 | 96 | -0.1 | -1 | 9 | nt | 0 | -16 | 99 | -1
O=C(Cc1ccc([N+](=O)[O-])cc1)NCC1CCCO1 (centres undefined) | 11 | 99 | 100 | 1.6 | 7 | 6 | -48 | 35 | -24 | 101 | -17
CCOC(=O)C(=CNc1ccc(NC2=NCC(C)S2)cc1)C(=O)OCC (centres undefined) | 11 | 106 | 105 | 2.3 | 26 | 13 | nt | 0 | 47 | 107 | -3
CCS(=O)(=O)N1CCC(N2CCC(C)CC2)CC1 | nt | ? | 93 | nt | nt | 6 | 10 | nt | 42 | 88 | 27
CCN(CC(=O)Nc1ccc(S(=O)(=O)N2CCCC2)cc1)CC(=O)Nc1cccc(OC)c1 | nt | ? | 104 | nt | nt | 5 | -7 | nt | 13 | 106 | -8
O=C(/C=C/c1ccccc1Cl)NCCN1CCOCC1 | 7 | 107 | 99 | 0.1 | 0 | 9 | 21 | 4 | 0 | 99 | -27
O=C(Nc1cccnc1)c1ccc(NS(=O)(=O)c2cccc([N+](=O)[O-])c2)cc1 | 67 | 92 | 98 | 0.7 | 1 | 10 | -2 | -1 | 10 | 96 | -5
CCOC(=O)c1sc(NC(=O)CCCCl)nc1C | 7 | 99 | 97 | 0.1 | 6 | 3 | nt | -2 | 16 | 97 | -15
Cc1cc(=O)n2[nH]cnc2n1 | 12 | 101 | 101 | 0.1 | 2 | 11 | 7 | -4 | 7 | 102 | 15
Cc1cc(C(F)(F)F)n(-c2nc(C(=O)Nc3cccnc3)cs2)n1 | 14 | ? | 100 | 0.7 | 16 | 9 | 1 | 1 | 3 | 97 | -13
CN(C)c1ccnc(Oc2ccc(F)cc2)c1C#N | 54 | 108 | 105 | 0.1 | 3 | 35 | 3 | 0 | 9 | 104 | -6
CCC1=C2CC[C@H]3C(=O)N(C)C(=O)[C@H]3[C@H]2[C@@]2(Cc3ccccc3)C(=NCCOC)OC(=O)N2C1=O | nt | ? | 103 | nt | nt | 8 | nt | nt | -4 | 107 | -21
CCCCN(C)C1CCN(C(=S)Nc2cccc(SC)c2)CC1 | 19 | 86 | 92 | 0.5 | 2 | 5 | 9 | -7 | 6 | 90 | -49
CC1=CC(C)(C)NC(=S)N1c1ccccc1 | 36 | 99 | 100 | -1.0 | 2 | 11 | -7 | -3 | 13 | 99 | -29
CCN1CCN(P2(=O)C=C(c3ccccc3)OC(c3ccccc3)=C2)CC1 | 16 | 100 | 101 | 0.3 | 0 | 39 | -1 | -3 | -2 | 103 | -4
COc1ccc(C(=O)/C=C(\C)Nc2ccc(NC(C)=O)cc2)cc1 | 25 | 98 | 95 | -0.6 | -2 | 7 | -4 | -1 | 1 | 101 | -78
COc1ccc(C)cc1Nc1nc(-c2c[nH]c3ccccc23)cs1 | 6 | 106 | 96 | -0.3 | -3 | 4 | -2 | -3 | 36 | 104 | -55
CCc1ccc(NC(=O)CSCCO)cc1 | 9 | 101 | 102 | 0.2 | 1 | 7 | 15 | -3 | -3 | 106 | -17
COC(=O)c1ccccc1NC(=O)c1ccccc1OC | 20 | 100 | 103 | 0.8 | 8 | 8 | 12 | -2 | -11 | 99 | -21
CS(=O)(=O)N(CC(=O)Nc1cccnc1)c1ccc2c(c1)OCO2 | 17 | nt | nt | 0.2 | 1 | nt | nt | 0 | -6 | nt | -12
Cc1ccc(-c2[nH]c(=O)n3ccncc23)s1 | 7 | 101 | 99 | -0.9 | -1 | 17 | nt | 2 | 9 | 103 | -90
O=C(O)CCCNC(=O)c1ccccn1 | 26 | 104 | 100 | 0.8 | 6 | 7 | 22 | -5 | 2 | 102 | -7
O=S(=O)(c1ccc(Cl)nc1)N(Cc1ccccc1)Cc1ccccc1 | 12 | 101 | 100 | 1.1 | 3 | 13 | nt | 1 | 1 | 105 | -15
CCOC(=O)C1C(=O)CC(C)(O)C(C(=O)OCC)C1c1cccc(OC)c1 (centres undefined) | 23 | 98 | 101 | 0.1 | 0 | 34 | -3 | -2 | -2 | 100 | -2
COc1cc2[nH]c(=O)n(Cc3ccc(C(=O)NCCCN4CCN(C)CC4)cc3)c(=O)c2cc1OC | 8 | 101 | 96 | 0.3 | 3 | 19 | -23 | 5 | 5 | 94 | 9
Cc1cc(F)ccc1NCc1ccccc1[N+](=O)[O-] | 11 | 109 | 109 | -0.1 | 1 | 14 | -4 | -4 | 17 | 110 | -45
Cc1nc2cc(NC(=O)Nc3cccc4ccccc34)ccc2n1C | 20 | 91 | 95 | -0.7 | -2 | 10 | 15 | -1 | -3 | 93 | -28
COC(=O)c1sc(NC(=O)COc2cccc(C)c2)nc1C | 11 | 100 | 103 | -0.3 | 0 | 6 | 25 | -2 | 24 | 98 | 7
O=C(CNC(=O)c1cccc(Br)c1)N/N=C/c1cc(Br)cc(Br)c1O | 13 | ? | 95 | 1.8 | 4 | 8 | -6 | 1 | 47 | 94 | -70
CC(Sc1ccc2c(c1)OCCO2)C(=O)Nc1ncc(Cl)cc1Cl (centres undefined) | 10 | 105 | 99 | 0.7 | 5 | 19 | nt | -2 | 16 | 101 | -7
Cc1ccc2nc(NC(=O)c3ccccn3)sc2c1 | 13 | 101 | 101 | 1.1 | 8 | 6 | 16 | -2 | -16 | 98 | -84
COc1cc(S(=O)(=O)NCCN2CCOCC2)ccc1-n1cnnn1 | 12 | ? | 101 | 2.3 | 2 | 11 | 10 | 0 | 11 | 100 | -15
C/C(=N\O)c1oc2ccc3c(C)cc(=O)oc3c2c1C | nt | ? | 119 | nt | nt | 5 | -4 | nt | -103 | 123 | 44
COc1cc(OC)cc(C(=O)Nc2ccc3c(c2)COC3=O)c1 | 20 | 98 | 100 | 0.4 | 45 | 26 | nt | -2 | 8 | 100 | 1
CCc1cc2c(=O)c(-c3cnn(-c4ccccc4)c3)c(C(F)(F)F)oc2c(CN(C)C)c1O | 11 | 103 | 100 | 0.0 | 3 | 6 | 18 | -3 | 22 | 98 | 6
C=CCSc1nnc(-c2nnc(SCC=C)n2CC)n1CC | 28 | 96 | 99 | 0.6 | 5 | 13 | nt | -3 | 4 | 96 | -46
CCOC(=O)CSc1nnc(NC(=O)c2cccc([N+](=O)[O-])c2)s1 | 16 | 101 | 99 | 0.0 | 4 | 22 | -26 | -2 | 24 | 98 | -7
O=C(c1ccoc1)N1CCC2(CC1)Oc1ccc(F)cc1C(=O)C21CC(c2cccnc2)=NO1 (centres undefined) | nt | ? | 98 | nt | nt | 14 | -18 | nt | 11 | 100 | -19
CCOc1ccccc1-n1nnnc1SCC(=O)OC | 19 | 100 | 99 | 0.5 | 3 | 25 | 5 | -1 | 0 | 98 | -2
CSc1ccc(Cl)c(C(=O)OCC(=O)N2CCOCC2)c1 | 29 | 98 | 93 | 0.0 | -8 | 3 | nt | 0 | 15 | 97 | 11
CCc1ccccc1NC(=O)CCN1C(=O)C2C3CCC(C3)C2C1=O (centres undefined) | 14 | 100 | 103 | -0.3 | -1 | 10 | 4 | -1 | 23 | 103 | 0
O=C(CN1C(=O)C2CC=C(Cl)CC2C1=O)Nc1ccc(C(=O)O)cc1 (centres undefined) | 31 | 99 | 97 | 0.0 | -1 | 7 | 17 | -1 | 4 | 99 | 2
COc1ccccc1OCCSc1nc2ccccc2c(=O)[nH]1 | 26 | 100 | 101 | 0.4 | 4 | 4 | nt | 3 | -12 | 95 | 5
Cn1nnnc1NCc1ccc(Cl)cc1 | 19 | 111 | 102 | 1.1 | 4 | 8 | 20 | 1 | 7 | 103 | -2
O=C(NCCCN1CCC(Cc2ccccc2)CC1)C1CCC(=O)N1C1CCCC1 (centres undefined) | 23 | 101 | 99 | 0.2 | 0 | 7 | nt | 0 | -6 | 97 | -13

The list goes on:
SMILES | GSH bead fluor | RGS7-Gao reg | RGS8-Gao reg | ABCB1 inh | ABCG2 inh | Avidin bead fluor | Pf gamet viab | Bim-Mcl-1 | Mcl1-Noxa inh | RGS4-Gao reg | Mcl1 Bid PPI
COC(=O)/C(C#N)=C/N(C)C | nt | ? | 99 | nt | nt | 7 | -4 | nt | -25 | 100 | -20
CC(=O)/C(=C\Nc1ccc(OCc2ccccc2)cc1)c1ccccc1 | 24 | 102 | 99 | 0.3 | 3 | 13 | -7 | 0 | 5 | 102 | -18
CN(C)c1ccnc(N(Cc2ccccc2)Cc2ccccc2)c1C#N | 5 | 99 | 99 | 0.2 | 1 | 9 | nt | 2 | 12 | 100 | 1
CO/N=C(/CS(=O)Cc1ccc(Cl)cc1)c1ccc(Cl)cc1 (centres undefined) | 14 | 100 | 104 | 0.8 | 4 | 37 | nt | -1 | 2 | 103 | 1
N#C/C(=C/c1cccn1-c1cccc(C(=O)O)c1)c1ccc(F)cc1 | 11 | 96 | 101 | 0.1 | 22 | 10 | 13 | 14 | 17 | 102 | -47
COc1ccc(/C=N/NC(=O)c2ccc(Br)o2)cc1Cn1cc([N+](=O)[O-])cn1 | 11 | 104 | 102 | 0.1 | 5 | 4 | nt | -4 | 11 | 102 | -4
Cc1nc2cc(C(=O)OCC(=O)Nc3ccc(C#N)cc3)ccc2n1-c1ccccc1 | 8 | 100 | 105 | 2.9 | 4 | 12 | 8 | -2 | 14 | 99 | -20
CC(C)CN(Cc1c(O)ccc2c3c(c(=O)oc12)CCC3)CC(C)C | 15 | 103 | 103 | 0.5 | 0 | 34 | -3 | -1 | 14 | 104 | -20
O=C(Cc1ccc2c(c1)OCCO2)N1CCN(S(=O)(=O)c2cccs2)CC1 | 10 | 102 | 104 | 0.1 | 0 | 22 | nt | 0 | -10 | 101 | -21
Cc1ccc2[nH]c3c(=O)n(Cc4ccco4)cnc3c2c1 | nt | ? | 98 | nt | nt | 6 | 7 | nt | 14 | 103 | -28

Screening results: PubChem, several laboratories
